# Mtb RmlCD inh: blocks M. tuberculosis RmlC and RmlD coupled enzymes; P9WH09+P9WH11; RmlC+RmlD coupled enzyme assay, percent inhibition; primary screen in compound mixtures; inhibition, % at 3.6 µM; 0.03% of 160,000 active; AID 1533; in the data active means inhibition mostly above about 34%, no sharp cut-off; inconclusive means no clear call, values can overlap the other calls; inactive means mostly below about 22%; further: some results filed as inactive read as strong as hits
# Target sequence (P9WH09 whole entry, looked up): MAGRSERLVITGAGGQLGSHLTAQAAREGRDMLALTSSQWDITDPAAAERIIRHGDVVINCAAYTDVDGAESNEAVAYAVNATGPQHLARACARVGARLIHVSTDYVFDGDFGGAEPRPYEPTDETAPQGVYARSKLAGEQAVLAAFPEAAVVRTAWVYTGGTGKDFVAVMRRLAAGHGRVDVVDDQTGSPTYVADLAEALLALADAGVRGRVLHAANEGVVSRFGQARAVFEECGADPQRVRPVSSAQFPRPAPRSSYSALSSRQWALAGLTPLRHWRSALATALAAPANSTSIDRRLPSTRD
# Target sequence (P9WH11 whole entry, looked up): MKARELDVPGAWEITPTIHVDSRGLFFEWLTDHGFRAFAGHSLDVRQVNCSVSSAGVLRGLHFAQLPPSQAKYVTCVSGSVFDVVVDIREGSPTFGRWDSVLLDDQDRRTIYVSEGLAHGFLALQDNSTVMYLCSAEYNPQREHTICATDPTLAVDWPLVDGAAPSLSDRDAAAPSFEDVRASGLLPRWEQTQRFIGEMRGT
# M. tuberculosis GlmU: inhibition of mycobacterial GlmU enzyme – biochemical, glucosamine-1-phosphate acetyltransferase (AID 1376). M. tuberculosis GlmU acetyltransferase enzyme assay; higher % means a stronger effect. inhibition, %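 (tested at 30 µM in the primary screen)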, or IC50 in µM where a hit was titrated. 0.25% of 220,000 active; in the data active means inhibition above about 13%; inconclusive means no clear call, values can overlap the other calls;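 further: 0% = complete reaction with vehicle and 100% = reaction without substrate; strong numbers were not always called active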
# An asterisk follows results filed as active; ? = inconclusive; · = not tested or not shown.
entry	molecule	Mtb RmlCD inh	M. tuberculosis GlmU
1	O=C(c1cc(Br)ccc1Cl)N1CCCC1	5.6	-2.1%
2	Cc1cc(Oc2ccc(Br)cc2)nc(SCC(=O)c2ccccc2)n1	·	2.5%
3	C=CCn1c(COc2ccc(CC)cc2)nnc1SCC(=O)NC1CCS(=O)(=O)C1 (stereo unspecified)	-3.9	0.8%
4	Cc1nc2c(C(=O)NCCC3=CCCCC3)c[nH]n2c(=O)c1Cl	-6.6	8.0%
5	Cc1nnc2n(-c3ccccc3)c(=O)c3c4c(sc3n12)CC(C)CC4 (stereo unspecified)	-6.3	3.6%
6	CCOC(=O)CN1CC23C=CC(O2)C(C(=O)NC2CCCCCC2)C3C1=O (stereo unspecified)	11.3	1.9%
7	Cc1nc(Cc2nnc(SCc3nc(N)nc(Nc4ccccc4C)n3)o2)cs1	-4.0	0.9%
8	CC1CC(C)CN(C(=O)Nc2ccc(Br)cc2)C1 (stereo unspecified)	14.8	-2.4%
9	COCCn1c(-c2ccc(F)cc2)nc2oc3cc(OC)ccc3c(=O)c2c1=O	14.4	4.4%
10	Cc1ccc(S(=O)(=O)Nc2ccc(O)c(Sc3ncn[nH]3)c2)cc1	-10.7	17.9%
11	COc1cccc(/C=N/NC(=O)CSc2nnc(C)n2-c2ccccc2)c1OC	-6.6	3.4%
12	CC(C)c1ccc2c(c1)[C@H]1OCC[C@H]1[C@@H](c1cccs1)N2	-0.8	-1.3%
13	COc1cc(CCC(=O)OCC(=O)NC(=O)c2ccc(Cl)cc2)cc(OC)c1OC	4.3	-7.5%
14	COC(=O)c1cccc(NC(=O)CSc2nc(C)cc(=O)[nH]2)c1	8.6	-7.6%
15	CC(C)=CCN1CCN(Cc2cc(F)ccc2-n2nc(C)cc2C)CC1CCO (stereo unspecified)	13.0	7.6%
16	COc1ccc(C(=O)c2ccc(CC#N)s2)cc1	7.9	2.4%
17	COc1ccc(C2=NN(c3nc(-c4ccccc4)c(CC(=O)O)s3)C(c3ccco3)C2)cc1 (stereo unspecified)	?	1.9%
18	Cc1ccc(-c2noc(CCC(=O)NCc3ccc4c(c3)OCO4)n2)cc1	-6.2	-0.5%
19	CCn1c(CNC(=O)c2ccco2)nnc1SCC(=O)Nc1ccc(Br)cc1F	·	-3.7%
20	CC(C)N(C1=N/C(=C\c2ccco2)C(=O)N1c1ccccc1)C(C)C	6.4	-2.5%
21	CSc1ncccc1C(=O)Nc1ccc(S(=O)(=O)Nc2nccs2)cc1	-9.8	9.0%
22	CCC(C)[C@H](NC(=O)Nc1ccc(S(N)(=O)=O)cc1)C(=O)OC (stereo partly specified)	·	0.4%
23	CC1CCCN(CC(=O)Nc2ccc(S(=O)(=O)N3CCCCCC3)cc2)C1 (stereo unspecified)	-10.4	3.7%
24	COc1ccc(N2CCN(C(=O)CSc3nnc4nc(C)cc(C)n34)CC2)cc1	·	3.3%
25	c1nnc2c3c4c(sc3ncn12)CCCC4	?	2.0%
26	CCCCCNC(=O)c1ccc2c(=O)n(CCOC)c(=O)[nH]c2c1	-5.5	-0.6%
27	Cc1ccc(S(=O)(=O)Nc2nc3ccccc3s2)cc1	·	0.8%
28	O=C(CN1CCC(NC(=O)c2ccccc2Cl)CC1)NCc1ccco1	6.5	-7.0%
29	CN1CCc2nc(SCC(=O)Nc3ccc(F)cc3)c(C#N)cc2C1	9.2	-4.0%
30	CN(C)c1ccc2c(c1)OC(N)=C(C#N)C2c1cccc(F)c1 (stereo unspecified)	4.5	2.9%
31	COc1ccc(C(=O)SC2=NCCS2)cc1	·	7.1%
32	O=C(Cc1cccc2ccccc12)N1CCCc2ccccc21	-3.9	1.7%
33	CCCn1nnc2sc3c(c2c1=O)CCC(C)C3 (stereo unspecified)	-4.2	-0.2%
34	CCOC(=O)C1CCCN(C(=O)C2CCN(S(=O)(=O)N3CCC4(CC3)OCCO4)CC2)C1 (stereo unspecified)	-7.5	1.8%
35	Cc1cc(C)n(-c2nc3ccccc3c3nc(C)nn23)n1	-5.2	3.6%
36	CCC(=O)OCCNc1nc(-c2ccccc2)nc2ccccc12	38.0	-1.0%
37	COc1ccc(S(=O)(=O)N2CCN(C)CC2)c2ccccc12	6.3	-1.9%
38	CC(=O)O/N=C/c1c(NCc2ccccc2)nc2c(C)cccn2c1=O	-12.2	2.5%
39	O=C(Nc1ccc(Cl)cc1)c1ccc(-n2cncn2)c([N+](=O)[O-])c1	-6.1	-2.2%
40	COc1ccc2[nH]c(C)c(CCNC(=S)Nc3ccc(F)cc3)c2c1	5.3	-0.9%
41	O=C(N/N=C\c1cccc(Cl)c1)c1ccc(Cn2cccn2)o1	-19.4	-0.1%
42	CC(Nn1cnnc1)c1cc(Cl)ccc1O (stereo unspecified)	10.7	-1.1%
43	COc1cc(/C=N/N(C)C)ccc1OC(=O)c1cccs1	2.9	-2.4%
44	Fc1ccc(-c2noc(C3CCN(Cc4cccnc4)CC3)n2)cc1	8.7	0.2%
45	CN(C)S(=O)(=O)c1ccc(NC(=S)NC(=O)c2cccs2)cc1	·	-1.6%
46	CN(CCNC(=O)Cn1c(=O)sc2ccccc21)Cc1ccccc1	5.0	1.5%
47	CCc1ccc(NC(=O)c2ccc3c(c2)C(=O)N(CCOC)C3Nc2ccc(CC)cc2)cc1 (stereo unspecified)	·	-2.3%
48	CCN1CCN(CCCNC(=O)C2CCCN(c3nnc(-n4cccc4)s3)C2)CC1 (stereo unspecified)	-0.4	-7.4%
49	COCCNc1cc(NCCOC)c([N+](=O)[O-])cc1[N+](=O)[O-]	-12.2	-3.0%
50	Cc1cccc(N2C(=O)CC(n3ccnc3)C2=O)c1C (stereo unspecified)	11.3	-2.4%
51	CC1(C)OC(=O)C(=CNc2ncccn2)C(=O)O1	7.2	0.2%
52	Cc1ccc(NC(=O)C2CCN(S(=O)(=O)c3ccccc3)CC2)cc1	19.2	-2.1%
53	CC(=O)N1CCc2cc(C(=O)CN3CCN(c4ccccc4F)CC3)ccc21	·	2.7%
54	Cc1cc(NC(=O)CSc2nc(-c3ccco3)cc(C(F)(F)F)n2)n(-c2ccccc2)n1	·	-4.5%
55	O=C(c1ccco1)N1CCN(c2c([N+](=O)[O-])nn(-c3ccc(Cl)cc3)[n+]2[O-])CC1	·	0.9%
56	COCCN=C1NN=C(c2cc(C)n(CC3CCCO3)c2C)CS1 (stereo unspecified)	·	-6.3%
57	Cc1ccc2[nH]c3c(NCCCN4CCCC4=O)ncnc3c2c1	·	-2.5%
58	Cc1c(C=O)c(=O)n(-c2ccccc2)n1C	-2.8	-0.8%
59	O=C(N/N=C/C1CC=CCC1)c1ccc(O)cc1O (stereo unspecified)	·	4.2%
60	O=c1[nH]c(=O)n(CCc2ccc(F)cc2)c(O)c1C=NCc1ccc2c(c1)OCO2	7.7	-1.4%

# Additional structures:
entry	molecule	Mtb RmlCD inh	M. tuberculosis GlmU
61	C=CCN1CCN(C(c2cc(OC)ccc2OC)c2nnnn2CC2CCCO2)CC1 (stereo unspecified)	-5.4	3.7%
62	Cc1cc(C(=O)Nc2nc(-c3ccccn3)cs2)ccc1[N+](=O)[O-]	6.8	6.6%
63	O=C(CCn1c(=S)[nH]c2ccccc2c1=O)N1CCOCC1	5.8	6.8%
64	O=C(Nc1cccc(S(=O)(=O)N2CCOCC2)c1)C(c1ccccc1)N1CCCCC1 (stereo unspecified)	·	-3.2%
65	O=C(C[n+]1cnn(CC(=O)c2ccc(Cl)cc2Cl)c1)c1ccc([N+](=O)[O-])cc1	0.2	-15.8%
66	Cc1cc(OCC(=O)O)c2c3c(c(=O)oc2c1)CCCC3	-11.0	-5.0%
67	CCc1cc2c(=O)[nH]c(N3CCCC3)nc2s1	-7.7	-3.5%
68	Nc1nc(Nc2ccccc2)nc(NCc2ccco2)c1[N+](=O)[O-]	7.4	7.5%
69	COc1cc(C(=O)N/N=C/c2ccsc2C)cc(OC)c1OC	-8.2	1.0%
70	CCOC(=O)Cn1c2ccccc2c2nc3ccccc3nc21	15.8	-4.4%
71	O=C(Nc1cc(C(F)(F)F)ccc1N1CCOCC1)c1cncc(Br)c1	·	3.8%
72	Cc1onc(-c2ccccc2Cl)c1C(=O)Oc1cccc2cccnc12	-8.8	-1.3%
73	Cc1c(/C(O)=C2/C(=O)C(=O)N(Cc3cccnc3)C2c2cccs2)cnn1-c1ccccc1 (stereo unspecified)	10.0	0.6%
74	NC(=O)COC(=O)CSc1cccc2cccc(Cl)c12	12.5	-1.9%
75	O=C(Nc1ccc(Cl)cc1)N1CCc2ccccc2C1	65.3	6.6%
76	O=C(O)CCNc1cc2ccccc2cc1C(=O)O	·	5.2%
77	CCC(=O)N=c1n(C)c2ccccc2n1CCOc1ccccc1	-2.9	7.0%
78	COc1cccc(OCC(O)CN2CCC(CN3C(=O)c4cccc5cccc(c45)C3=O)CC2)c1 (stereo unspecified)	2.9	2.8%
79	C=CCN1C(=O)/C(=C/c2ccc(N3CCOCC3)o2)C(=O)NC1=S	13.6	-0.7%
80	CCOc1cc2[nH]c(=O)n(CCCN3CCCC3=O)c(=O)c2cc1OCC	-11.4	-0.5%
81	Cc1cccc(C(O)(C(=O)NNc2ccc3ccccc3n2)c2cccc(C)c2)c1	51.1	-2.3%
82	O=C(Cn1ncc2c(=O)oc3ccccc3c21)N1CCCc2ccccc21	34.3	-3.7%
83	Cn1c(N)c(C(=O)COC(=O)c2ccccc2NCc2ccco2)c(=O)n(C)c1=O	10.4	-6.9%
84	CCOCCCNC(=O)C(Cc1ccccc1)NS(=O)(=O)c1cccc2nsnc12 (stereo unspecified)	·	-5.9%
85	Cc1ccc(OCC(=O)Nc2ccc([N+](=O)[O-])cc2)cc1	-6.9	5.7%
86	CCC(CC)C(=O)NCCN1CCN(C(=O)C(CC)CC)CC1	18.5	0.3%
87	CC(C)COC(=O)Nc1nnc(SCCOc2ccccc2)s1	12.3	-5.8%
88	Cc1c(NC(=O)Nc2ccccc2)cccc1[N+](=O)[O-]	·	-0.3%
89	COc1ccccc1/C=C(/C(=O)OCC(=O)Nc1ccccc1C(C)C)c1ccccc1	·	3.6%
90	Cc1ccc(CCNC(=O)C2CCC(=O)N2Cc2cccnc2)cc1 (stereo unspecified)	?	-1.7%
91	CCc1cccc(NC(=O)c2ccc3c(=O)n4c(nc3c2)CCCCC4)c1	-5.1	-3.0%
92	COc1ccc(-n2c(C)nc3sc4c(c3c2=O)CCCC4)cc1	12.3	-2.4%
93	Cc1cccc(C(=O)N(Cc2nc3ccccc3c(=O)[nH]2)C2CCCCC2)c1	7.5	7.0%
94	N#Cc1cc2ccccc2nc1SCC(=O)Nc1ccc(S(=O)(=O)N2CCCC2)cc1	12.8	5.7%
95	CCc1cc(C)cc(OCCNC(=O)c2ncn[nH]2)c1	7.3	2.2%
96	Cc1ccc(C(=O)n2cnnc2N)cc1	17.4	-1.4%

# Of the compounds above, these have bromine.
entry	molecule	Mtb RmlCD inh	M. tuberculosis GlmU
1	O=C(c1cc(Br)ccc1Cl)N1CCCC1	5.6	-2.1%
2	Cc1cc(Oc2ccc(Br)cc2)nc(SCC(=O)c2ccccc2)n1	·	2.5%
8	CC1CC(C)CN(C(=O)Nc2ccc(Br)cc2)C1 (stereo unspecified)	14.8	-2.4%
19	CCn1c(CNC(=O)c2ccco2)nnc1SCC(=O)Nc1ccc(Br)cc1F	·	-3.7%
71	O=C(Nc1cc(C(F)(F)F)ccc1N1CCOCC1)c1cncc(Br)c1	·	3.8%

# (continued)
entry	molecule	Mtb RmlCD inh	M. tuberculosis GlmU
97	COc1ccccc1NC(=O)COc1ccc(/C=N/NC(=O)CSCc2ccc(Cl)cc2)cc1	12.5	·
98	COc1cccc(-c2cc(C(F)(F)F)n3ncc(C(=O)O)c3n2)c1	9.7	3.1%
99	CC1CCc2cc(F)ccc2N1C(=O)CSc1nnc2c(n1)[nH]c1ccc(F)cc12 (stereo unspecified)	-6.7	1.3%
100	Nc1ccc(S(=O)(=O)NC2=NCCCCC2)cc1	7.9	-7.8%
101	Cc1ccc(-n2c(N)c(C(=O)NCc3ccco3)sc2=S)cc1	·	1.8%
102	COc1cccc(/C=N/NC(=O)CN(CCc2ccccc2)S(=O)(=O)c2ccc(NC(C)=O)cc2)c1	·	1.2%
103	Cc1cc(C)n(-c2nnc(NCc3ccc(Cl)cc3)nn2)n1	-3.6	-8.1%
104	O=c1[nH]c(=O)n(CCc2ccc(F)cc2)c(O)c1/C=N/N1CCCCC1	4.8	5.8%
105	Cc1cc(C)n2nc(SCC(=O)NC(=O)NCc3ccco3)nc2n1	-38.2	1.1%
106	Cc1cccc(NC(=O)c2nc[nH]c2C(=O)Nc2ccccc2[N+](=O)[O-])c1	-4.6	3.8%
107	COC(=O)NC(C)N1C(=O)C2C3C=CC(C3)C2C1=O (stereo unspecified)	6.6	-8.2%
108	CCCCOC(=O)CCNc1n[nH]c(=O)[nH]c1=O	103.7	-4.1%
109	CCn1c(SCC(=O)NCCc2ccc(OC)c(OC)c2)nc2c1c(=O)n(C)c(=O)n2C	-3.9	3.3%
110	Brc1cc2c(cc1Cn1c(-c3cncs3)nc3ccccc31)OCO2	8.6	-0.3%
111	O=C(Cn1nc([N+](=O)[O-])nc1Br)NC(c1ccccc1)c1ccccc1	-2.8	-4.1%
112	CCn1c(CC(=O)Nc2cccc(OC)c2)nnc1SCC(=O)Nc1nccs1	-9.5	2.6%
113	COc1ccc(Cn2c(O)c(C=Nc3ccc(C)cc3)c3ccccc3c2=O)cc1	-2.4	-2.9%
114	CS(=O)(=O)N1CC(C(=O)NN)Oc2ccc(Cl)cc21 (stereo unspecified)	12.2	1.0%

# Rewritten field by field: entries from further up
(113) COc1ccc(Cn2c(O)c(C=Nc3ccc(C)cc3)c3ccccc3c2=O)cc1
- Mtb RmlCD inh: -2.4
- M. tuberculosis GlmU: -2.9%
(114) CS(=O)(=O)N1CC(C(=O)NN)Oc2ccc(Cl)cc21 (stereo unspecified)
- Mtb RmlCD inh: 12.2
- M. tuberculosis GlmU: 1.0%

# Screens deposited in PubChem by several laboratories.

# The list is partial; rates above refer to the full screens.
